# HCT116 PTEN-null – growth suppressors of cells with PTEN tumor suppressor deletion | HCT116 PTEN-null viability, CellTiter-Glo, 60 h; stronger effect = lower value | viability, % at 10 µM | actives 1.2% (n = 140,000);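 active = viability at or below a set limit, 4 SD under the median of all tested compounds, cut at about 3.7% in these data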;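 also: PTEN knockout HCT116 line with beta catenin targeted HCT116 as companion control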
# E-sel TNF inh – blocks E-selectin expression induced by TNF alpha | HUVEC TNFa-induced E-selectin immunofluorescence, high content | inhibition, % at 2 µM | actives 0.71% (n = 120,000) | AID 1246;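 active = inhibition above the batch mean plus 3 SD, and confirmed as a hit on visual image review, cut at about 43% in these data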;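 also: 0% = TNF-stimulated DMSO wells and 100% = unstimulated control wells; not every result past the cut was called active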
# NPY Y2 blocker – NPY-Y2 (human) receptor antagonism; P49146; NPY-Y2 expressing cells, antagonist mode; inhibition, % at 2.7 µM; actives 0.99% (n = 140,000); AID 793; in the data active = inhibition above about 17%;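 also: 0% = vehicle with agonist challenge and 100% = reference antagonist with challenge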
# Target sequence (P49146 whole entry, looked up): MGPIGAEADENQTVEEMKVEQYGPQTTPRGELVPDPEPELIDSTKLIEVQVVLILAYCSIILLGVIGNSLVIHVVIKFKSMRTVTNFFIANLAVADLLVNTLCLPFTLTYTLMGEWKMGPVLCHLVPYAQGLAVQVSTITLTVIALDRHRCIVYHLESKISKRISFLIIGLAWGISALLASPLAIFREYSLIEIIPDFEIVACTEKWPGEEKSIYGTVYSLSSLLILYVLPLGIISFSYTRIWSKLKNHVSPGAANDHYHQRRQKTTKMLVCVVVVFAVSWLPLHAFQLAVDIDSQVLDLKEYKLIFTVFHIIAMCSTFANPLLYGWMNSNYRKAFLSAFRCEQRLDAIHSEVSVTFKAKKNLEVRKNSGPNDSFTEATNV
# BB579 growth dn – reduces growth of yeast BB579 in restrictive medium. S. cerevisiae BB579 growth, OD615, 48 h. inhibition, % at 10 µM. actives 0.51% (n = 140,000);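 active = inhibition above a set limit, 3 SD over the mean compound inhibition, cut at about 44% in these data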; also: inactives centre near -24
#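 Material: Saccharomyces cerevisiae DeaD strain BB579, replicative lifespan model yeast; buffer or medium: CSMM-D restrictive synthetic medium containing dextrose (glucose); compound: 10 µM single dose, DMSO 0.25%; timing: 48 h compound exposure at 30 °C after 4 h preincubation; signal: turbidity as optical density at 615 nm; benchmarks: positive control amphotericin B 10 µg/mL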
# MRP1 act – MRP-1 activation. H69AR cells + doxorubicin, viability rescue, CellTiter-Glo. viability increase, % at 10 µM. actives 0.61% (n = 140,000). AID 799;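 active = viability gain under doxorubicin at or above a set limit, the compound median plus 3 SD, cut at about 4.7% in these data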;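 also: MRP-1 overexpressing cells given doxorubicin 25 µM after compound pretreatment; 18-22 h compound pretreatment then 72 h with doxorubicin before readout; 0% = doxorubicin-only wells and 100% = vehicle-treated cells without doxorubicin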
# Measles CPE – protection of cells from measles virus | Measles virus-infected cells, CPE protection, absorbance | protection (pct of control), % at 4 µM | actives 1.5% (n = 140,000); in the data active = protection mostly above about 24%, no sharp cut-off; inactive = mostly below about 26%; also: some compounds called inactive have numbers as strong as hits
# Phagocytosis inh – blocks phagocytosis by macrophages; J774A.1 macrophage IgG-bead phagocytosis, imaging; inhibition, % at 5 µM; actives 0.07% (n = 110,000); AID 1029;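 active = inhibition above the mean of the plate negative controls plus 5 SD, cut at about 13% in these data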;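 also: phagocytic index as fraction of beads internalized from green versus red external bead signal; plate controls were DMSO negative control for no effect and cytochalasin-D positive control for full effect; some results beyond the cut were filed as inactive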
# GALR2 antag – blocks the human galanin receptor 2 | O43603 | GALR2-expressing cells, antagonist mode | inhibition, % at 4 µM | actives 0.39% (n = 140,000) | AID 828; in the data active = inhibition above about 27%;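 also: cells stimulated with galanin 1-16 at roughly its EC80; 0% = agonist challenge control and 100% = basal control without agonist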
# Target sequence (O43603 whole entry, looked up): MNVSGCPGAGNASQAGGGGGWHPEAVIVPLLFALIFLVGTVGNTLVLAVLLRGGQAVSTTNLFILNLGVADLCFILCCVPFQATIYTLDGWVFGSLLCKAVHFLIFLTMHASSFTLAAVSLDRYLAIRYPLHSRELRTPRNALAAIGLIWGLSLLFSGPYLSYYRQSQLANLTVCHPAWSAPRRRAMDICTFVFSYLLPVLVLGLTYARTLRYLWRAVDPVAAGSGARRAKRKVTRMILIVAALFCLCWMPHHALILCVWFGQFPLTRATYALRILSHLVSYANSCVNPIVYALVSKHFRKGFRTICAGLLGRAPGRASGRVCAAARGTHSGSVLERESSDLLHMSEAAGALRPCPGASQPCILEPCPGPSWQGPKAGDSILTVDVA
# Yeast lifespan up – yeast lifespan extension | S. cerevisiae growth with nicotinamide, OD615; deaD strain in restrictive glucose medium | inhibition of the nicotinamide effect, % at 10 µM | actives 0.68% (n = 130,000) | AID 775;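 active = inhibition above a set limit, placed 3 SD over the median of all compounds, cut at about 26% in these data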;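 also: 0% = nicotinamide-treated wells and 100% = cells grown without nicotinamide; some compounds called inactive have numbers as strong as hits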
#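 assay system = DeaD-strain S. cerevisiae | buffer or medium = restrictive glucose medium | reagent = 1.5 mM nicotinamide | compound = 10 µM single point, 0.25% DMSO | incubation = 48 h compound exposure at 30 °C, humidified | signal = OD615 measurement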
# bCat KO growth – beta-catenin-lacking colon tumor cell growth suppression; AID 818; HCT116 beta-catenin knockout viability, CellTiter-Glo, 60 h; stronger effect = lower value; actives 1.5% (n = 140,000); viability, % at 10 µM;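 active = viability at or under a set limit, the compound median less 4 SD, cut at about 6% in these data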;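 also: 0% = Hyamine 1622 control at 20 µM and 100% = untreated cell control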
# * = called active by the depositor; . = no result given. An unsorted share of the library; 6.1% or so of the library scored in one or more.
SMILES,HCT116 PTEN-null,E-sel TNF inh,NPY Y2 blocker,BB579 growth dn,MRP1 act,Measles CPE,Phagocytosis inh,GALR2 antag,Yeast lifespan up,bCat KO growth
Nc1ccc2oc(-c3ccccn3)nc2c1,90.6,12.3,0.6,-14.7,-2.2,20.8,.,-13.6,-9.3,86.2
CCC(C)(C)NC(=O)C(c1ccc(C)cc1)N(CC1CCCO1)C(=O)CNC(=O)c1cccs1 (centres undefined),83.9,23.4,-0.5,-41.0,-0.7,1.7,0.2,4.2,-16.0,77.7
COc1ccc(CCNC(=O)CSc2nnc(-c3cccc(C)c3)o2)cc1OC,100.0,4.5,0.7,-11.5,-0.7,7.5,1.4,-11.3,-3.8,89.3
Cc1ccc(OCc2nnc(SCC(=O)CC(=O)Nc3ccccc3)o2)cc1,82.5,10.6,1.4,-57.2,2.4,9.6,.,-4.7,-5.9,94.6
Cc1c(/C=N/n2cnnc2)c2ccccc2n1C,79.3,-8.2,-0.2,19.4,-2.8,18.9,-0.4,1.7,-22.9,79.8
C=CCNC(=S)N1CCN(c2ccc([N+](=O)[O-])cc2)CC1,78.4,.,0.2,0.7,0.3,24.0,-7.4,14.9,-5.0,84.7
CN1C(=O)c2cccc(NCCCCCCN3C(=O)c4ccccc4C3=O)c2C1=O,76.8,12.2,2.8,17.4,-1.9,10.2,-0.8,3.8,-1.2,87.4
COc1ccc(C(CNC(=O)COc2ccccc2OC)N(C)C)cc1OC (centres undefined),92.2,-2.8,-0.6,-26.2,-0.9,2.0,-0.3,-0.6,1.4,92.2
O=C(O)c1ccc(-c2ccco2)n1Cc1ccccc1,91.6,.,11.8,-51.5,-0.6,15.2,-0.8,3.6,11.7,87.3
CCN(CC)S(=O)(=O)c1ccc2[nH]c(=O)cc(C(=O)Nc3ccc(C)c(S(=O)(=O)N(CC)CC)c3)c2c1,46.5,14.9,3.4,-40.8,-1.4,4.2,-5.3,-8.4,2.7,36.4
Cc1cccc(NC(=O)c2ccccc2OCC(=O)c2ccc(F)cc2)c1,79.3,.,5.9,-0.2,-1.7,9.9,0.2,0.2,3.2,80.7
O=C1Nc2cc(Cl)c(Cl)cc2N(O)N1c1ccc(Cl)cc1,93.5,-10.5,2.8,-14.1,-2.6,11.9,.,7.2,-11.7,91.2
COc1ccc(N(CC(=O)Nc2nc3ccc(C)cc3s2)S(=O)(=O)c2c(C)nn(C)c2C)cc1,32.4,21.1,-2.3,-25.5,-3.4,5.5,0.3,-3.7,-2.5,25.6
COc1cccc2c3c(c(=O)[nH]c12)CCC(C)(C)O3,98.8,9.4,-1.5,-59.0,-0.5,20.1,-1.0,4.2,-9.8,91.9
COc1ccc(CCNC(=O)C2=COCCO2)cc1,102.2,-2.3,1.3,-18.4,-1.1,5.6,.,-0.6,-3.5,92.0
COc1cc(C(=O)O/N=C2\C=CC(=O)C(C)=C2)cc(OC)c1OC,1.4*,23.0,3.1,-7.0,-5.7,6.2,3.7,77.2*,25.9,1.5*
CCC1CCCCN1C(=O)CSc1nc(N)c(NC(=O)c2ccc(OC)c(OC)c2)c(=O)[nH]1 (centres undefined),96.9,.,3.9,-21.3,-0.1,6.5,-0.1,3.8,-8.2,99.8
COc1cccc(/C=N/Nc2nc3ccccc3n3cnnc23)c1O,6.3,.,0.0,-17.9,-0.2,4.7,-16.1,13.5,-7.5,5.8*
CC(=O)c1cccc(NC(=O)c2cc(-n3cnnc3)ccc2Cl)c1,91.6,-3.7,-1.7,-27.0,-1.4,12.3,0.8,6.8,-3.0,94.3
CCOc1cc(C(=O)N2CCc3cc(OC)c(OC)cc3C2)ccc1OC(F)F,18.4,-4.3,3.0,-52.7,-2.3,12.0,11.3,8.0,-7.6,20.6
O=C(CSc1ncccc1C(=O)O)c1ccccc1,111.0,.,1.2,-34.2,-0.1,16.9,0.6,-3.4,-3.1,88.5
CC(C)OC(=O)c1ccc(NC(=O)c2ccccc2)cc1,85.3,.,1.0,-11.7,-2.3,2.5,-12.8,-0.4,-3.5,81.9
COc1cccc(/C=C2\SC(=O)N(CCC(=O)NNC(=O)c3cccc(Cl)c3)C2=O)c1,71.2,.,1.3,-22.8,-3.3,4.2,.,-5.2,-0.1,81.8
COc1ccccc1Cn1c(/C=C/c2ccccc2)nc2ccccc21,59.5,.,8.7,-25.8,0.1,4.9,0.4,-8.1,-5.9,60.9
C(#CCN1CCOCC1)COCCOC(c1ccccc1)c1ccccc1,90.7,-2.4,0.4,-29.6,-0.5,3.5,.,0.1,-9.4,77.8
CCOC(=O)c1cnc(NCc2ccccc2)nc1C,114.9,-17.3,3.1,-11.6,1.4,8.7,-1.2,19.9,0.4,91.1
Cc1cc(C)c(C)c(S(=O)(=O)NNC(=O)c2cccc(S(=O)(=O)N3CCOCC3)c2)c1C,96.0,.,1.6,-1.8,-0.9,7.3,-5.0,4.8,-1.6,94.4
Cc1cc2nnc(SCC(=O)Nc3cc(S(=O)(=O)N4CCOCC4)ccc3Cl)n2c2ccccc12,78.1,.,5.2,-47.6,1.8,21.6,-5.0,-22.2,0.4,81.3
Cn1c(-c2sc3cc(C(F)(F)F)cnc3c2-c2cccnc2)n[nH]c1=S,89.4,14.1,-1.9,-12.7,-2.1,5.2,-0.9,-8.2,-5.5,86.0
COc1ccc(OC)c2[nH]c(=O)c(CCNS(=O)(=O)c3ccc(C)cc3)cc12,108.5,-27.5,-0.1,-28.9,-0.2,40.7,.,0.5,26.2,105.7
COc1ccc(CCNC(=O)CSc2nc(-c3ccco3)cc(C(F)(F)F)n2)cc1OC,83.2,68.5*,0.9,13.9,-3.6,0.3,-0.5,-1.6,-8.0,87.4
CCC1(c2ccc(F)cc2)NC(=O)N(CC(=O)c2ccc[nH]2)C1=O (centres undefined),118.2,-13.6,0.7,-48.2,-1.6,30.1*,.,9.0,-10.5,105.2
Cc1ccccc1N1C(=O)C2C3CC(=O)C(c4ccccc43)C2C1=O (centres undefined),100.0,.,-1.4,-21.8,-1.6,19.8,-9.6,3.7,6.4,89.3
CCc1ccc(NC(=O)CCNS(=O)(=O)c2cccc3nsnc23)cc1,99.5,8.3,2.3,-4.2,-0.8,6.0,.,8.0,-9.0,90.6
O=C(C(c1ccccc1)c1ccccc1)N1CCN(Cc2ccc(Br)cc2)CC1,68.1,16.6,0.8,-20.4,-4.7,37.2,0.7,0.2,-2.6,68.5
O=C1N(Nc2ccccc2)C(c2ccc(Br)cc2)C12CCCCC2 (centres undefined),79.5,3.5,3.8,-30.2,-0.9,6.2,-0.8,-19.2,-5.2,81.6
Cc1cccc(NC(=O)CC2S/C(=N/c3nccs3)N(C)C2=O)c1 (centres undefined),96.2,7.7,1.6,-38.2,-0.6,33.2,0.1,-8.3,-9.1,98.9
c1ccc(N2CCN(c3ccccc3)C2c2cccs2)cc1,94.5,-7.0,0.8,-62.3,-0.9,2.5,1.9,16.6,-8.7,98.2
COc1ccc(/C(C)=N/Nc2ncc(Cl)cc2Cl)c(O)c1,3.8,.,1.6,-46.8,-1.6,9.4,-0.8,14.1,-0.3,7.1
CCCNC(=O)C1CCN(S(=O)(=O)c2ccc(Br)cc2)CC1,98.4,-9.8,1.0,-34.4,-0.1,5.2,.,2.4,.,97.3
CCN(C(=O)Nc1ccccc1OC)c1c(N)n(Cc2ccccc2)c(=O)[nH]c1=O,88.0,-4.2,-0.4,-23.8,-2.9,2.1,0.3,2.2,-6.2,88.6
CCN(CC)c1ncn(Cc2c(Cl)cccc2Cl)c2ncnc1-2,69.7,.,9.3,-41.4,-1.2,3.9,.,-7.4,-3.6,77.3
C/C(CC(=O)Nc1ccc(Cl)c(C(F)(F)F)c1)=N\NC(=O)c1cccc(O)c1,25.1,18.7,-1.3,-25.8,-2.1,14.6,-4.8,5.9,-5.6,32.2
O=C(Cc1cccs1)N1CCCC(c2nc3c(nnn3Cc3cccc(Cl)c3)c(=O)[nH]2)C1 (centres undefined),70.6,18.6,3.4,-48.4,-3.7,14.2,.,1.9,-0.2,76.4
CC(C)c1ccc(NC(=O)COC(=O)[C@H](CCC(N)=O)NC(=O)c2ccc(F)cc2)cc1,104.3,4.5,1.8,-17.6,2.2,4.0,-12.6,-7.9,0.3,103.7
O=C(CN1C(=O)NC2(CCCCCC2)C1=O)NCc1ccco1,93.8,-18.6,-1.2,2.7,-1.8,9.9,-1.0,3.0,-9.9,93.8
Cc1ccc(C(C2C(=O)CC(C)(C)CC2=O)C2C(=O)CC(C)(C)CC2=O)s1,109.8,11.1,3.0,-40.3,-0.3,28.1,.,-8.3,34.2*,99.3
COc1ccc(CCNC(=S)NC(=O)c2ccccc2)cc1OC,100.7,-11.7,8.2,-0.4,-2.5,3.0,.,6.6,-4.7,92.8
CCC(C(=O)NCc1ccco1)N(C(=O)CNS(=O)(=O)c1ccccc1)c1ccc(OC)cc1 (centres undefined),91.5,15.0,0.6,-48.2,-1.5,5.3,5.0,2.1,-11.4,95.2
COCCNC(=O)c1ccc(C(=O)NCCOC)s1,84.5,18.4,2.5,-43.4,-0.8,11.4,.,-12.2,-16.3,89.3
COCCNCC(=O)Nc1ccccc1Sc1ccccc1,90.7,-41.1,1.8,-29.2,-2.0,11.9,-7.8,-2.1,5.5,83.0
COc1cc(OC)c(C2=NOC(C(=O)Nc3cc(C)nn3-c3ccccc3)C2)cc1Cl (centres undefined),84.9,21.2,0.5,-25.2,-1.3,24.9,1.2,-0.9,-17.5,89.7
Nc1nonc1-c1nc2ccccc2n1Cc1ccccc1,25.9,12.6,12.2,-89.5,-2.0,12.2,.,2.1,-11.6,28.9
CCN(CC)c1ccc(NC(=O)C2=CCN(S(=O)(=O)c3ccc(F)cc3)CC2)c(C)c1,70.3,5.8,0.1,-23.2,-3.5,10.6,.,-9.2,-1.8,77.5
Cc1ccc(Cl)cc1N1CCN(C(=O)C2CCN(S(=O)(=O)c3cnc[nH]3)CC2)CC1,84.8,-19.8,-0.1,-16.0,-2.0,11.1,-4.4,-1.6,-3.4,90.4
C=CCc1ccc(OCC(O)CN2CCC(Cc3ccccc3)CC2)c(OC)c1 (centres undefined),29.4,6.0,15.9,-22.6,-2.1,4.2,.,2.1,3.0,21.6
Cc1c(C(=O)NC2CCCc3ccccc32)oc2ccccc12 (centres undefined),45.5,-32.5,8.6,-48.1,-1.5,45.1,.,-6.9,-7.2,48.0

# Profiles, looked up by structure. Order of values: HCT116 PTEN-null | E-sel TNF inh | NPY Y2 blocker | BB579 growth dn | MRP1 act | Measles CPE | Phagocytosis inh | GALR2 antag | Yeast lifespan up | bCat KO growth
# Listed for CCN(CC)c1ccc(NC(=O)C2=CCN(S(=O)(=O)c3ccc(F)cc3)CC2)c(C)c1 → 70.3 | 5.8 | 0.1 | -23.2 | -3.5 | 10.6 | . | -9.2 | -1.8 | 77.5
# Listed for COCCNC(=O)c1ccc(C(=O)NCCOC)s1 → 84.5 | 18.4 | 2.5 | -43.4 | -0.8 | 11.4 | . | -12.2 | -16.3 | 89.3
